Screening data as filed in PubChem BioAssay.
EWS-Fli block: inhibitors of EWS/Fli oncoprotein transcriptional activity; A673 NR0B1-luciferase reporter, viability-normalised; inhibition, % at 12.6 µM; 350,000 tested, 0.67% active; AID 651661;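 active = mean inhibition of at least 50% after viability correction, with every replicate also passing that limit; inconclusive = mean reaches 50% but only one of two replicates passes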;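 note: firefly luciferase signal divided by Alamar Blue viability fluorescence both relative to DMSO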
FN deposit inh: fibronectin deposition inhibition. AH1F fibroblasts, Alexa488-fibronectin deposition fluorescence, overnight. AID 743247. inhibition, % at 12.6 µM. 350,000 tested, 0.086% active;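 active = mean inhibition across replicates of 30% or more, regardless of how many single replicates reach that level; inconclusive = mean under 30% yet at least half of replicates reach 30%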;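 note: positive control wells lacked labelled fibronectin entirely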
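test system = AH1F fibroblasts assembling fluorescent fibronectin matrix | quantity = 10000 AH1F cells per well | buffer or medium = DMEM plus 2% serum, read in PBS | doses = single dose, pinned | incubation = 1 h cell attachment, overnight exposure to compound and label | detection = fluorescence at 485 nm excitation, 525 nm emission | read-out basis = inhibition from reduced deposited-fibronectin fluorescence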
CFTR F508del cor: correctors of CFTR F508del function in bronchial epithelial cells; CFBE cells, YFP halide quenching; stimulated with forskolin plus potentiator P3; % fluorescence drop versus neutral controls; activity (quench increase), % at 7.58 µM; 350,000 tested, 0.36% active;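 active = mean added fluorescence quench of at least 8% versus neutral control, with both replicates also reaching 8%; inconclusive = only one of the mean or replicate conditions met; inactive = mean below 8% and not both replicates reaching 8%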;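 note: cells transiently co-express mutant CFTR-F508del with the halide-sensitive YFP; corrector assay measuring rescue of mutant channel to the surface after 24 h compound exposure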
DENV2 CPE rescue: protects cells from dengue virus 2 cytopathic effect | DENV2-infected cells, cytopathic effect rescue, plate reader | CPE inhibition, % at 9.99 µM | 350,000 tested, 1.7% active; in the data active = CPE inhibition above about 20%, passing the limit was not always enough; inconclusive = no clear call, values can overlap the other calls; tested in BHK-21 cells;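 note: 0% = median of neutral control wells and 100% = median of positive control wells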
miR122 inh: miR-122 inhibition in Huh7 cells; activation (reporter increase), % at 12.5 µM; Huh7 miR-122 Renilla luciferase sensor, 48 h; neutral wells = 0, positive control = 100; 340,000 tested, 0.3% active;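 active = mean replicate activation score at least 90 and every replicate individually at or above 90; inconclusive = only one of the two criteria met; inactive = neither criterion met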;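 note: higher luciferase means less miR-122 activity so hits act as miR-122 inhibitors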
PAX8 reporter: PAX8 transcriptional activity inhibition. RMG-I TPO-luciferase reporter, SteadyGlo, 24 h. 360,000 tested, 1.2% active. inhibition, % at 12.6 µM. AID 652154;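 active = mean replicate inhibition at least 60% with every replicate also reaching 60%; inconclusive = only one of the two criteria is met; inactive = mean below 60% and not all replicates reaching 60%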;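 note: luciferase light reporting Pax8 driven TPO promoter activity; plate controls were median of neutral control wells for no effect and mitoxantrone controls for full effect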
INS-1E GSIS act: primary screen for activators of insulin secretion dependent on glucose, INS-1E cells, GLuc reporter luminescence; AID 743287; activation, % at 16.6 µM; INS-1E GLuc reporter insulin secretion, 2-3 h; 370,000 tested, 0.61% active;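 active = lowest replicate activation of at least 40%, so every replicate reaches that level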;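 note: 0% = median of neutral control wells and 100% = median of IBMX positive control wells; some compounds called inactive have numbers as strong as hits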
* = called active by the depositor; ? = inconclusive; / = not tested or not shown; & = joins results of further samples; [ ] = another dose, or the depositor's remark.

SMILES	EWS-Fli block	FN deposit inh	CFTR F508del cor	DENV2 CPE rescue	miR122 inh	PAX8 reporter	INS-1E GSIS act
Cc1noc(C)c1C(=O)N1CCC(C(=O)c2ccccc2)CC1	2.4	5.0	-4.4	-1.3	-5.3	0.7	9.1
O=C(N=C1SC2CS(=O)(=O)CC2N1c1ccc(F)cc1)C1CCCCC1 (stereo not given)	6.0	5.8	-2.8	4.0	-4.7	8.1	3.1
CC1(C)Cc2c(cnn2-c2cccc(F)c2)C(NC(=O)CSc2ccncc2)C1 (stereo not given)	/	-0.6	-2.5	1.8	/	5.5	-20.0
Cc1[nH]c(C)c(S(=O)(=O)N2CCN(c3cccc(Cl)c3)CC2)c1C(=O)N1CCCC1	/	5.0	1.4	1.3	2.8	15.0	-10.5
COc1ccccc1S(=O)(=O)Nc1ccc2c(c1)OC[C@H](C)NC[C@@H](C)[C@H](OC)CN(C)C2=O	14.9	-19.7	-2.0	12.2	-3.0[16.7 µM]	/	-5.7
COC(=O)c1nn(-c2ccc(F)cc2)ccc1=O	5.5	-0.3	0.9	-3.1	/	13.8	/
O=C(Nc1ccc2c(c1)[C@@H]1C[C@H](CC(=O)N3CCc4ccccc4C3)O[C@H](CO)[C@@H]1O2)C1CCOCC1	-4.4	/	5.0	-2.5	-3.7[16.7 µM]	1.6	-4.3
Clc1cncc(Cl)c1N/N=C/c1ccccc1	-27.4	0.1	-0.8	4.4	/	-92.9	-10.0
O=C(c1ccc(S(=O)(=O)Cc2cc(F)ccc2F)c([N+](=O)[O-])c1)N1CCOCC1	4.3	-1.0	-5.4	-4.5	-4.0	51.1	38.5
Cc1ccc(C2/C(=C(\O)c3c(C)nc4ccccn34)C(=O)C(=O)N2CCN(C)C)o1 (stereo not given)	2.6	8.5	-2.6	-4.5	/	13.4	10.9
COCCOC(=O)C1=C(C)Nc2nc(C)nn2C1c1ccc(F)cc1 (stereo not given)	-3.9	-3.9&-1.9	1.5	3.2	-4.7&-7.8	-16.7	0.0
O=C(COc1ccc(Cl)cc1Cl)NCCN1CCCC1	-1.9	-2.1	/	-4.9	-11.5	-1.2	/
Cc1ccc(S(=O)(=O)N2CCN(C(=O)CSc3nncs3)CC2)cc1	0.8	5.9	0.5	-1.8	/	23.7	17.6
CC(=O)Nc1ccc(N=Cc2c(O)ccc3ccccc23)cc1	-0.4	4.6	-1.7	2.4	/	2.8	-11.5
COC(=O)c1cc(NC(=S)N2CCN(C(=O)C3CCCO3)CC2)cc(C(=O)OC)c1 (stereo not given)	8.5	8.1	2.3	-1.9	/	-0.4	7.4
COc1cccc(C2=CC(=O)C(C(C)(C)C)N2C(C)(C)C)c1 (stereo not given)	10.8	-2.7	-3.2	41.4*	0.2	-12.2	-28.6
C[C@H](CO)N1C[C@H](C)[C@@H](CN(C)S(=O)(=O)c2cn(C)cn2)Oc2c(NC(=O)c3cnccn3)cccc2C1=O	-3.8	7.7	-0.8	9.6	4.6[16.7 µM]	/	8.2
CCOC(=O)C1=CCN(S(=O)(=O)c2ccccc2)C1c1ccc(C)cc1 (stereo not given)	-3.0	3.1	-1.6	-5.9	-8.4	-2.8	8.3
COCC#Cc1cnc2c(c1)C(=O)N([C@H](C)CO)C[C@@H](C)[C@@H](CN(C)C(=O)Nc1cc(F)ccc1F)O2	1.7	-6.6	1.8	-3.5	-1.0[16.7 µM]	-21.5	5.9
C/C=C/c1ccc([C@H]2[C@@H](CN(C)C(=O)CC)N(C(=O)NCCC)[C@H]2CO)cc1	2.0	-8.5	1.1	0.2	11.8[16.7 µM]	11.6	6.1
O=C(NC(Cc1ccccc1)C(=O)O)/C(=C/c1ccco1)NC(=O)c1cccc(Br)c1 (stereo not given)	/	3.2	/	/	-9.4	15.6	-6.2
Cc1ccc(NC(=O)c2nnn(-c3cccc(C(F)(F)F)c3)c2N)cc1	-11.4	-2.5	-3.6	-7.6	/	-15.3	6.7
CC(C)C(=O)N1CCN(c2ccc(NC(=S)NC(=O)c3cc4ccccc4o3)cc2)CC1	/	2.6	1.6	-1.6	/	2.7	13.7
O=C(OCC(=O)N1CCN(S(=O)(=O)c2ccccc2)CC1)c1ccc([N+](=O)[O-])o1	12.9	/	-1.9	12.8	-5.0	-1.4	-1.7
Nc1nc(NCc2ccco2)nc(Nc2ccc(F)cc2)c1[N+](=O)[O-]	-7.7	-1.0	0.9	1.6	3.3	5.5	13.9
COc1ccc(N(CC(=O)N2CCN(c3ccccc3)CC2)S(=O)(=O)c2ccccc2)cc1	12.3	2.8	1.1	?	-4.9	3.8	/
CCc1ccccc1NNC(=O)CCc1ccccc1	-7.0	-8.4	0.0	-5.2	-0.2	5.8	0.5
COc1ccc(NC(=O)Nc2ccc3c(c2)C(=O)N([C@@H](C)CO)C[C@H](C)[C@H](CN(C)Cc2ccc4c(c2)OCO4)OCCCC[C@H](C)O3)cc1	13.4	/	-3.6	-10.0	-7.0[16.7 µM]	-0.7	-21.7
COc1ccc(N2CCN(C(=O)CCCCn3c(=O)[nH]c4ccsc4c3=O)CC2)cc1	3.6	3.6	-1.3	/	0.3	2.1	-5.1
O=C(Nc1cccnc1)c1ccccc1-c1ccccc1	8.4	2.3	0.5	2.3	-1.0	1.6	2.7
Cc1c(NC(=O)c2ccccc2NC(=O)c2ccccc2)cccc1C(=O)O	-2.6	0.2	-1.7	7.0	-6.7	-1.1	-6.0
O=C(COc1ccccc1Cl)Nc1ccc(C(=O)O)cc1NC(=O)COc1ccccc1Cl	17.6	8.6	-1.0	-6.6	3.6	/	/
CCN(CC)C(=O)COC(=O)c1cc(-c2ccco2)nc2ccccc12	9.2	-9.0	-1.5	?	/	4.7	1.8
O=C(NCCCN1CCOCC1)[C@H]1[C@H](CO)[C@H]2Cn3c(ccc(C4=CCCCC4)c3=O)[C@@H]1N2	-2.4	6.2	/	-7.4	/	-11.4	10.7
CC(C)CC(=O)N1CCN(S(=O)(=O)c2ccc(F)cc2)CC1	/	-0.5	/	/	-4.5	/	23.9
CN1C(=O)c2cccc3c(N(C)C)ccc(c23)C1=O	-16.9	4.2	-0.4	5.9	-9.3	-6.5	10.3
N/C(=N\OC(=O)c1cccc(F)c1)c1ccccc1	/	4.9	/	/	0.1	/	0.4
CCCC(C)C(=O)Nc1ncc(S(=O)(=O)c2ccc([N+](=O)[O-])cc2)s1 (stereo not given)	13.4	-0.6	1.4	5.6	-10.9	49.1	-65.3
C#CCSc1nc2sc3c(c2c(=O)n1C)CCC3	-8.2	0.6	2.5	4.2	-7.3	-20.9	13.0
COc1ccc(-c2ccc(=O)n(Cc3ccc([N+](=O)[O-])cc3)n2)cc1	6.0	2.1	4.9	6.1	/	-7.6	13.6
CC(NC(=O)Nc1ccc(F)cc1)C(c1cccs1)N1CCCC1 (stereo not given)	-16.7	3.9	1.3	5.9	-7.4	34.3	-9.7
Cc1ccc(CSc2nnc(C)c(=O)[nH]2)cc1	9.9	-7.2	-1.7	3.9	/	-33.6	-0.2
COc1cc(OC)cc(C(=O)NC2CCCN(Cc3ccc(Cl)cc3)C2)c1 (stereo not given)	13.4	-13.9	0.9	-1.4	-1.3	17.3	-29.6
O=C(Nc1ccccc1NC(=O)C1CCCO1)c1ccco1 (stereo not given)	-0.9	7.3	-3.2	/	/	6.6	3.7
O=c1cc(N2CCN(c3ccc(F)cc3)CC2)[nH]c(=O)n1Cc1ccc(F)cc1	-6.3	0.0	-0.6	-7.8	-0.9	-0.2	/
CCN(CC)CCNC(=O)Cn1cnc2sc(C)c(S(=O)(=O)N3CCN(c4ccccc4OC)CC3)c2c1=O	4.4	5.4	-2.0	6.2	-4.7	0.1	-5.5
CO[C@H]1CN(C)C(=O)c2ccc(NC(C)=O)cc2OC[C@H](C)N(CCc2ccccc2)C[C@@H]1C	-3.4	1.5	-0.5	-4.3	/	/	-17.7
COc1ccc(NC(=O)CSc2nc(O)cc(=O)n2-c2ccc(OC)cc2)cc1	11.3	-10.7	0.3	5.0	-2.4	-21.4	9.9

Sorted by molar mass (low to high): part of the list above.
SMILES	EWS-Fli block	FN deposit inh	CFTR F508del cor	DENV2 CPE rescue	miR122 inh	PAX8 reporter	INS-1E GSIS act
Cc1ccc(CSc2nnc(C)c(=O)[nH]2)cc1	9.9	-7.2	-1.7	3.9	/	-33.6	-0.2
CN1C(=O)c2cccc3c(N(C)C)ccc(c23)C1=O	-16.9	4.2	-0.4	5.9	-9.3	-6.5	10.3
N/C(=N\OC(=O)c1cccc(F)c1)c1ccccc1	/	4.9	/	/	0.1	/	0.4
C#CCSc1nc2sc3c(c2c(=O)n1C)CCC3	-8.2	0.6	2.5	4.2	-7.3	-20.9	13.0
O=C(Nc1ccccc1NC(=O)C1CCCO1)c1ccco1 (stereo not given)	-0.9	7.3	-3.2	/	/	6.6	3.7
CC(NC(=O)Nc1ccc(F)cc1)C(c1cccs1)N1CCCC1 (stereo not given)	-16.7	3.9	1.3	5.9	-7.4	34.3	-9.7
COc1cc(OC)cc(C(=O)NC2CCCN(Cc3ccc(Cl)cc3)C2)c1 (stereo not given)	13.4	-13.9	0.9	-1.4	-1.3	17.3	-29.6
COc1ccc(NC(=O)CSc2nc(O)cc(=O)n2-c2ccc(OC)cc2)cc1	11.3	-10.7	0.3	5.0	-2.4	-21.4	9.9
CO[C@H]1CN(C)C(=O)c2ccc(NC(C)=O)cc2OC[C@H](C)N(CCc2ccccc2)C[C@@H]1C	-3.4	1.5	-0.5	-4.3	/	/	-17.7
CCN(CC)CCNC(=O)Cn1cnc2sc(C)c(S(=O)(=O)N3CCN(c4ccccc4OC)CC3)c2c1=O	4.4	5.4	-2.0	6.2	-4.7	0.1	-5.5

Reformatted field by field: part of the list above
CCOC(=O)C1=CCN(S(=O)(=O)c2ccccc2)C1c1ccc(C)cc1 (stereo not given)
  EWS-Fli block: -3.0; FN deposit inh: 3.1; CFTR F508del cor: -1.6; DENV2 CPE rescue: -5.9; miR122 inh: -8.4; PAX8 reporter: -2.8; INS-1E GSIS act: 8.3
CC(=O)Nc1ccc(N=Cc2c(O)ccc3ccccc23)cc1
  EWS-Fli block: -0.4; FN deposit inh: 4.6; CFTR F508del cor: -1.7; DENV2 CPE rescue: 2.4; miR122 inh: /; PAX8 reporter: 2.8; INS-1E GSIS act: -11.5

New compounds follow.
SMILES	EWS-Fli block	FN deposit inh	CFTR F508del cor	DENV2 CPE rescue	miR122 inh	PAX8 reporter	INS-1E GSIS act
COc1ccc(CNC(=O)CCCN2C(=O)c3ccccc3C2=O)cc1	-14.0	2.1	-0.7	1.8	-3.9	-0.3	1.4
CC(=O)Nc1cccc(C(=O)OC2CCOC2=O)c1 (stereo not given)	4.9	5.8	0.1	3.6	/	3.7	11.1
CCCCCCC(O)(c1ccc(OC)cc1)C(CN1CCOCC1)c1ccccc1 (stereo not given)	18.6	3.2	-4.3	4.0	-4.1	11.1	-35.9
CCOc1ccc(NC(=O)c2ccc3c(c2)N(Cc2ccc(F)cc2)C(=O)CS3=O)cc1 (stereo not given)	2.5	0.6	0.8	-4.1	-2.9	26.8	-11.2
CN(C)CC(=O)N1CCCCN2[C@H](CO)[C@@H](c3ccc(-c4cccnc4)cc3)[C@H]2C1	-7.5	/	-2.5	-7.3	-0.5[16.7 µM]	-19.9	22.6
OC[C@H]1[C@@H](c2ccc(C#CC3(O)CCCC3)cc2)[C@H]2CN(Cc3cccnc3)CCCCN21	-9.3	/	6.5	-3.3	0.0[16.7 µM]	-6.3	-10.1
CO[C@H]1CN(C)C(=O)c2cc(NC(=O)NC3CCCCC3)ccc2OC[C@@H](C)N(CCc2ccccc2)C[C@H]1C	-39.4	-7.0	-2.4	-4.0	/	/	-34.6
Cc1ccc(C)c(-n2c(Cc3cc(=O)[nH]c(=O)[nH]3)nnc2SCC(=O)NCc2ccco2)c1	/	3.3	/	/	0.7	-2.2	/

Not a hit list. About 3.9% of those tested had a hit in this group.
